# Compound activity as filed in PubChem.
# TLR9-MyD88 block – TLR9-MyD88 interaction inhibition; actives 0.21% (n = 340,000); AID 504734; inhibition, % at 4.98 µM; CHO BLA complementation TLR9-MyD88, CCF4 FRET ratio; Q9NR96+Q99836;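 active = inhibition above the mean over all tested compounds plus 3 SD, cut at about 21% in these data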;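 also: 0% = DMSO only wells and 100% = clavulanate BLA inhibitor control wells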
# NR5A2 inv ag – NR5A2 inverse agonism in reporter assay; O00482; HEK293T StAR-luciferase reporter, LRH-1 transfected, 24 h; inhibition, % at 3.6 µM; actives 0.13% (n = 360,000); AID 602396;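 active = inhibition above the mean inhibition of all tested compounds plus 3 SD, cut at about 73% in these data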;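 also: 0% = DMSO wells and 100% = reporter-only cells lacking LRH-1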
# ABHD5 PLIN5 PPI – inhibitors of human ABHD5-perilipin-5 interaction. Q00G26+Q8WTS1. Split G. princeps luciferase complementation, luminescence, 4 h. inhibition, % at 4 µM. actives 0.78% (n = 360,000);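 active = inhibition above the mean inhibition across every tested compound plus 3 SD, cut at about 22% in these data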;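 also: 0% = DMSO only wells and the 100% control is not disclosed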
# NCOA2 inhibitor – human SRC2 (NCOA2) inhibition; HEK293 GAL4-SRC2 luciferase reporter, luminescence; inhibition, % at 9 µM; actives 0.17% (n = 370,000); AID 651957;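 active = inhibition above the mean inhibition of all tested compounds plus 3 SD, set per campaign, cut at about 52% in these data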;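 also: 0% = DMSO treated cells and 100% = cells given Gossypol at 36 µM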
# TROY signal inh – blocks TROY-dependent signaling in reporter cells | AID 1347056 | Q293 LMP1-TROYcd NF-kB luciferase reporter, 4 h | inhibition, % at 10 µM | actives 0.98% (n = 360,000);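 active = compounds whose plate-normalised and pattern-corrected inhibition of the luciferase reporter signal at the single screening dose is 50% or more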
# NOD2-RIPK2 inh – inhibitors of human NOD2-RIPK2 interaction; O43353; AID 624267; inhibition, % at 4.98 µM; CHO BLA complementation NOD2-RIPK2, CCF4 ratio; actives 0.38% (n = 360,000); in the data active = inhibition above about 21%;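 also: 0% = vehicle only and 100% = reference blocker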
# SRC1 inh – human NCOA1 inhibition; HEK293 GAL4-SRC1 luciferase reporter, luminescence; inhibition, % at 3.6 µM; actives 0.12% (n = 360,000); AID 588354;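 active = inhibition above the campaign mean plus 3 SD, with each screening campaign given its own cutoff, cut at about 60% in these data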;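 also: 0% = DMSO treated cells and 100% = gossypol at 36 µM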
# COUP-TFII inh – NR2F2 (human) inhibition, primary screen; P24468; actives 0.7% (n = 370,000); inhibition, % at 8.6 µM; HEK293T NGFI-A luciferase reporter, luminescence;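 active = inhibition above a per-plate cutoff, mean inhibition of test wells between control levels plus 3 SD, cut at about 38% in these data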;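 also: cells cotransfected with COUP-TFII expression vector driving the NGFI-A reporter; 0% = median of COUP-TF2 test wells and 100% = reporter-only cells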
# Granule exo inh – lytic granule exocytosis inhibition; TALL-104 LAMP-1 surface exposure, flow cytometry; cells stimulated with thapsigargin and PMA; inhibition, % at 10 µM; actives 0.66% (n = 360,000); AID 651702;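 active = inhibition above about 55%, limit read from the data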
# NCOA3 inh – inhibitors of human steroid receptor coactivator 3 (SRC3). Q9Y6Q9. actives 0.17% (n = 360,000). inhibition, % at 3.6 µM. HEK293 GAL4-SRC3 luciferase reporter, luminescence;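 active = inhibition above a per-campaign cutoff, the mean of all compounds plus 3 SD, cut at about 60% in these data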;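 also: 0% = DMSO-treated cells and 100% = gossypol-treated cells at 36 µM; higher means less SRC3-driven luciferase light from the GAL4 reporter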
# Target sequence (Q9Y6Q9 whole entry, looked up, the tested form may be a part): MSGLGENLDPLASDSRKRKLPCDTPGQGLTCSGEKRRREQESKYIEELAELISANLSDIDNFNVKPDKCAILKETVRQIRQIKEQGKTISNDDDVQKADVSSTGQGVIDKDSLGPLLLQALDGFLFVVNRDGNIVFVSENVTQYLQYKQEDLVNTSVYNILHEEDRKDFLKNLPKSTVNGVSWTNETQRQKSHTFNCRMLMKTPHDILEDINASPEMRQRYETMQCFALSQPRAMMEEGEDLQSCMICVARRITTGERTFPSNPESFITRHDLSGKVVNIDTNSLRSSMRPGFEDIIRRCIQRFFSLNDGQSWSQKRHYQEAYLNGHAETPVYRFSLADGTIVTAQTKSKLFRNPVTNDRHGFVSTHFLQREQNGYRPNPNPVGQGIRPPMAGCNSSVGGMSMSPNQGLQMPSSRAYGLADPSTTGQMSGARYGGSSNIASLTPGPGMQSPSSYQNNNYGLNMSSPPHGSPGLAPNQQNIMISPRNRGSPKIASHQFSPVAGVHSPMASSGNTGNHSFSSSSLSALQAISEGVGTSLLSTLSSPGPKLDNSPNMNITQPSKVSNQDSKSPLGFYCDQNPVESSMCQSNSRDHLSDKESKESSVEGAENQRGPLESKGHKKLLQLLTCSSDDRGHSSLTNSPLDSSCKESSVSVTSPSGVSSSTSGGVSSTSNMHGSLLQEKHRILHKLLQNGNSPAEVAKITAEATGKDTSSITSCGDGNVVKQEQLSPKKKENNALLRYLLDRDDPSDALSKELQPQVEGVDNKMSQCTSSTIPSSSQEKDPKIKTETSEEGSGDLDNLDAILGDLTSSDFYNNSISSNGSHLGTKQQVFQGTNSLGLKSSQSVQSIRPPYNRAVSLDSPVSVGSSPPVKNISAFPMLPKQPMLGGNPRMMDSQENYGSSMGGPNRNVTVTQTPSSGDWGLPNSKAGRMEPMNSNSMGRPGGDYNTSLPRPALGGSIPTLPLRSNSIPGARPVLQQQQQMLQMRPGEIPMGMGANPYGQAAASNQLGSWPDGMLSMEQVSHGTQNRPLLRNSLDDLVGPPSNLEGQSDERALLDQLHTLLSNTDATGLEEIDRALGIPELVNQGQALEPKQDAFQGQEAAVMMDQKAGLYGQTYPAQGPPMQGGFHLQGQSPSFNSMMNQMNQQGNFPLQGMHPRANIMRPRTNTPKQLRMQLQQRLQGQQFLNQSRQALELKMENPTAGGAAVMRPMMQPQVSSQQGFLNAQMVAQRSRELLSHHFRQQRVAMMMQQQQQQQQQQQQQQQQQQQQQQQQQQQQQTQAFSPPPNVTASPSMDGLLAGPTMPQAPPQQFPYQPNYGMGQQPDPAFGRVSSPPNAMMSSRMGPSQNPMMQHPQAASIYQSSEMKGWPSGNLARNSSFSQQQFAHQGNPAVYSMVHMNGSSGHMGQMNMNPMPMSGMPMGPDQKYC
# TWEAK-Fn14 inh – TWEAK-Fn14 signaling inhibition. inhibition, % at 10 µM. TWEAK-stimulated Fn14 reporter cells, luciferase luminescence, 8 h. actives 2% (n = 360,000); in the data active = inhibition above about 50%
# * = called active by the depositor; · = no result given.
SMILES | TLR9-MyD88 block | NR5A2 inv ag | ABHD5 PLIN5 PPI | NCOA2 inhibitor | TROY signal inh | NOD2-RIPK2 inh | SRC1 inh | COUP-TFII inh | Granule exo inh | NCOA3 inh | TWEAK-Fn14 inh
COc1ccc(NC(=O)c2cc(NC(=O)C3CCCCC3C(=O)O)ccc2N2CCOCC2)cc1 (stereo not given) | -7 | -5 | 24* | 5 | 0 | -2 | -2 | 1 | 21 | 7 | -9
Fc1cccc(CN2CCC(Cc3ccccc3)CC2)c1 | -8 | 3 | -10 | 4 | 5 | -4 | 4 | 1 | 8 | 6 | 4
c1csc(CSc2nnc3sc4ccccc4n23)c1 | -10 | -104 | -1 | -55 | -43 | 0 | -107 | -35 | -1 | -54 | -18
Cc1noc(C)c1NC(=O)N1C[C@H](O)COC[C@H]2O[C@@H](CC(=O)NCC3CCCCC3)CC[C@@H]21 | · | 20 | -4 | -48 | · | -8 | · | -17 | 10 | · | ·
NC(=O)c1cccc2c1C(=O)N(C1CCCCC1)C2 | 10 | -32 | -2 | -49 | 14 | -1 | -1 | -15 | -3 | 5 | 18
CCCS(=O)(=O)N1CCCC(c2nc(-c3ccc(OC)cc3)no2)C1 (stereo not given) | -1 | 6 | 2 | -20 | -18 | 1 | 4 | -11 | 7 | 6 | -7
CCn1c(C)c(C(C)=O)c(N2CCN(c3cccc(Cl)c3)CC2)nc1=S | 6 | -6 | -8 | 2 | 2 | -1 | -16 | 5 | 2 | -27 | -18
NS(=O)(=O)c1ccc(CCNC(=O)c2ccc(=O)[nH]c2)cc1 | -13 | 5 | -2 | 12 | -8 | -1 | -14 | -1 | -6 | -17 | 21
O=C(Nc1ccon1)c1ccccc1Cl | 5 | -10 | -1 | -43 | -21 | -1 | 1 | -8 | -2 | -17 | -7
Cc1cccc(-n2c(O)c(C=NCCCN3CCOCC3)c3ccccc3c2=O)c1 | 3 | -11 | -2 | -23 | -9 | -1 | 8 | -29 | -3 | 4 | 4
Cc1nc2ccc(NC(=O)[C@@H](NC(=O)c3c(F)cccc3F)C(C)C)cc2s1 | -4 | -4 | -2 | -16 | -12 | -9 | -18 | -13 | -3 | 3 | -3
Cc1cccc(OCCC(=O)Nc2ccc(C)c(S(=O)(=O)N3CCCCC3)c2)c1 | 0 | 1 | -3 | -34 | 37 | 7 | 10 | 38* | 0 | 24 | 48
O=C(O/N=C/c1ccc2c(c1)OCO2)c1ccc([N+](=O)[O-])cc1 | 16 | -2 | -1 | -1 | -72 | -3 | -14 | -17 | 0 | -8 | -14
Cc1cc(C)n2nc(SCC(=O)N/N=C/c3cccc(Br)c3)nc2n1 | -6 | -34 | -10 | -12 | -4 | 9 | -12 | 8 | -1 | -3 | 3
CC(=O)C1=C(O)C(=O)N(c2ccc(O)cc2)C1c1ccc([N+](=O)[O-])cc1 (stereo not given) | 11 | 14 | 0 | -9 | 12 | -9 | 0 | -5 | 1 | 16 | 7
CCN(CC)c1ccc(/C=N/NC(=O)c2c(-c3ccccc3)noc2C)cc1 | 0 | -4 | -22 | 1 | 53* | -6 | -12 | 8 | -5 | -12 | 18
COc1cccc2c(=O)cn[nH]c12 | -8 | 6 | 0 | -12 | 3 | -9 | -31 | 2 | -2 | 11 | 13
O=C1N=C(N2CCOCC2)SC1=C1CCCCC1 | -6 | -39 | -3 | -27 | -29 | -4 | -37 | -18 | -1 | -33 | -5
CS(=O)(=O)c1ccc(N2CCOCC2)c(S(C)(=O)=O)c1 | 1 | -10 | 0 | -21 | 0 | 5 | -13 | 10 | 0 | 10 | 15
CCOC(=O)c1csc(NC(=O)CSc2nnnn2-c2ccc(OC)c(OC)c2)n1 | -10 | 2 | -2 | -7 | 20 | 1 | -4 | -6 | -4 | -7 | 0
Cc1cccc(C(=O)N(Cc2ccco2)c2c(N)n(Cc3ccccc3)c(=O)[nH]c2=O)c1 | -4 | -13 | -9 | 25 | -9 | 1 | -12 | -24 | -6 | -3 | 5
COc1ccc(C2=NOC3(CC(=O)N(c4ccc5ccccc5c4)C3=O)C2)c(OC)c1 (stereo not given) | 8 | 20 | -4 | -30 | -11 | -10 | 7 | 4 | 8 | -1 | -5
CCCS(=O)(=O)c1nc(S(=O)(=O)c2ccc(C)cc2)c(NCc2ccccn2)s1 | -4 | 2 | 8 | -15 | -4 | -7 | 2 | -15 | 1 | 3 | 9
Cc1ccc(OCCn2c(=S)[nH]c3ccccc32)c(C(C)C)c1 | 2 | 9 | -5 | 14 | 5 | -2 | -6 | 17 | 8 | -16 | 11
Cc1ccc(N(CC(O)CN(C)C)S(=O)(=O)c2ccccc2)cc1 (stereo not given) | -11 | -4 | -1 | -24 | -21 | -12 | 0 | 8 | 4 | 5 | -3
CCOC(=O)c1c(NC(=O)CN2CCN(S(=O)(=O)c3cc(Cl)ccc3Cl)CC2)sc(C(=O)N(C)C)c1C | 1 | 0 | 4 | 20 | 9 | -2 | 6 | 32 | 0 | 1 | 19
CN(C)c1ccc(S(=O)(=O)N2CCCCC2)cc1NC(=O)C1=COCCO1 | -1 | 7 | 5 | -27 | -19 | -2 | 6 | 5 | -2 | 17 | -8
c1ccc(-n2c(-c3ccco3)nnc2N2CCOCC2)cc1 | -10 | -16 | -1 | -17 | 3 | 8 | 11 | -10 | 11 | -6 | -1
CCOC(=O)CSc1nc(=O)n2cccc(C)c2n1 | · | -7 | 2 | 3 | -17 | -13 | 6 | 7 | 0 | 1 | 12
CC1(C)C(CC2OCC(CN3CCCCC3)O2)[C@H]2CC[C@@H]1C2 (stereo not given in full) | 1 | -9 | 1 | 3 | -4 | -17 | 13 | 15 | -3 | 2 | 7
CN(C1(C)CCS(=O)(=O)C1)S(=O)(=O)c1ccc(F)cc1 (stereo not given) | 4 | 9 | -2 | 9 | 4 | -3 | -3 | 19 | -1 | 22 | 3
Cc1cc(C)c2nc(C(F)(F)F)nc(N3CCN(C(=O)c4ccco4)CC3)c2c1 | -15 | 8 | 5 | 5 | 44 | 2 | -5 | 2 | -1 | 10 | 38
COc1ccc(C(=O)NCCCN2CCOCC2)cc1Br | 4 | -2 | 6 | -37 | -4 | -6 | -2 | 6 | -1 | 4 | -8
Cc1ccc(S(=O)(=O)N(CC(=O)N2CCOCC2)C2CCCCC2)cc1 | 3 | 7 | 5 | -29 | 17 | -4 | 4 | 6 | 0 | 14 | 21
O=C(N/N=C/c1cccc(F)c1)c1ccc(Cl)cc1 | 1 | -63 | 1 | -39 | -72 | -3 | -105 | -60 | 0 | -89 | -48
O=C(CCN1C(=O)C2CCCCC2C1=O)Nc1cc(F)ccc1F (stereo not given) | -10 | 11 | 8 | -9 | -21 | 2 | -4 | -1 | 6 | 14 | 9
Clc1ccc(N2CCN(Cc3c[nH]c4ncccc34)CC2)cc1 | 3 | -5 | 8 | 11 | 15 | -3 | 5 | 21 | 0 | 16 | -13
CC(C)C(NC(=O)c1ccccc1F)C(=O)NCc1ccc(F)cc1 (stereo not given) | 2 | 0 | 0 | -17 | -21 | -14 | -6 | -4 | 15 | -2 | 11
Clc1cccc(CN2CCCCCCC2)c1Cl | 6 | -2 | -5 | -28 | -7 | -11 | -4 | 1 | 1 | 0 | 15
Cc1ccc(C)c(OC2=NS(=O)(=O)c3ccccc32)c1 | 7 | 14 | 3 | -3 | 5 | -4 | 9 | 2 | -1 | -2 | -4
CCOc1ccc(CCN2C(=S)N([C@@H](Cc3ccc(O)cc3)CN3CCC[C@@H]3CN3C(=S)NC[C@@H]3CC(C)C)C[C@@H]2CC(C)C)cc1 | · | 8 | 28* | -3 | 4 | -7 | 27 | 11 | 38 | 9 | 4
O=C(C1CC(=O)N(C2CCCC2)C1)N1CCN(c2ccc(F)cc2)CC1 (stereo not given) | -6 | 17 | 18 | -30 | -10 | -7 | -41 | -2 | -1 | 5 | -13
CCOC(=O)[C@@H](C)NS(=O)(=O)N(Cc1ccccc1)[C@H](C(=O)OC)C(C)C | 2 | -4 | 3 | 10 | -3 | -3 | -41 | -5 | 5 | -13 | -9
Cc1ccc(-c2nnn(CC(=O)N(c3ccccc3F)C(C(=O)NC3CCCC3)c3ccncc3)n2)o1 (stereo not given) | 4 | -7 | -2 | 6 | -2 | -10 | 8 | 8 | -6 | -7 | 8
Cc1ccc(-c2nc3ccccc3o2)cc1NC(=S)NC(=O)/C=C/c1ccco1 | -9 | 3 | 4 | -11 | -52 | 1 | -15 | 8 | 0 | -11 | -8
Cc1cc(NC(=O)CSc2nc3c(cc2C#N)CCCC3)no1 | 7 | -110 | -6 | -43 | -54 | 9 | -98 | -21 | 5 | -79 | -23
COc1ccc(C(CNC(=O)COc2cc(C)ccc2Cl)N2CCCCC2)cc1 (stereo not given) | 1 | -9 | 4 | -44 | -4 | -4 | -5 | 12 | -4 | 12 | -18
COc1ccccc1OCc1ccc(C(=O)c2ccccc2)cc1 | -12 | -28 | -4 | -27 | -19 | -1 | -20 | -15 | -14 | -31 | -25
Fc1ccc(NC(=S)N2CCc3ccccc3C2)c(F)c1 | 0 | -11 | -5 | -23 | 43 | -6 | -9 | 15 | -2 | -1 | 7
CN(CC(=O)N1CCN(c2cccc(Cl)c2)CC1)S(=O)(=O)c1cccs1 | -5 | 5 | -1 | 7 | -3 | 13 | -1 | -1 | -2 | 6 | 25
Cc1ccc(C)c(NC(=O)CCc2nnc3ccc(N4CCCC4)nn23)c1 | -15 | 3 | 3 | -9 | -7 | -6 | -16 | -27 | 1 | 7 | -1
Cc1cc(NC(=O)C(C)SCC(=O)Nc2ccc(Br)cc2Br)no1 (stereo not given) | -3 | 9 | -6 | 19 | -5 | 0 | -17 | -5 | 4 | 8 | -9
O=S(=O)(NC1CCCCC1Nc1ccc(Cl)cc1)c1ccccc1 (stereo not given) | -2 | -1 | -4 | -11 | 28 | 7 | 4 | 8 | 18 | 21 | 18

# Full records, quoted from the list:
# Entry for Cc1ccc(-c2nnn(CC(=O)N(c3ccccc3F)C(C(=O)NC3CCCC3)c3ccncc3)n2)o1 (stereo not given) = TLR9-MyD88 block = 4; NR5A2 inv ag = -7; ABHD5 PLIN5 PPI = -2; NCOA2 inhibitor = 6; TROY signal inh = -2; NOD2-RIPK2 inh = -10; SRC1 inh = 8; COUP-TFII inh = 8; Granule exo inh = -6; NCOA3 inh = -7; TWEAK-Fn14 inh = 8
# Entry for Cc1ccc(C)c(NC(=O)CCc2nnc3ccc(N4CCCC4)nn23)c1 = TLR9-MyD88 block = -15; NR5A2 inv ag = 3; ABHD5 PLIN5 PPI = 3; NCOA2 inhibitor = -9; TROY signal inh = -7; NOD2-RIPK2 inh = -6; SRC1 inh = -16; COUP-TFII inh = -27; Granule exo inh = 1; NCOA3 inh = 7; TWEAK-Fn14 inh = -1
# Entry for Fc1ccc(NC(=S)N2CCc3ccccc3C2)c(F)c1 = TLR9-MyD88 block = 0; NR5A2 inv ag = -11; ABHD5 PLIN5 PPI = -5; NCOA2 inhibitor = -23; TROY signal inh = 43; NOD2-RIPK2 inh = -6; SRC1 inh = -9; COUP-TFII inh = 15; Granule exo inh = -2; NCOA3 inh = -1; TWEAK-Fn14 inh = 7

# A portion of the library; rates above refer to the full screens.
